High-throughput results deposited in PubChem BioAssay by Sanford-Burnham Center for Chemical Genomics.
ATG4B inh: ATG4B (human) cysteine protease inhibition. inhibition, % at 8.33 µM. ATG4B cleavage of LC3-PLA2, NBD-HPC fluorescence, 1 h. hit rate 0.51% among 340,000. Q9Y4P1. AID 504462; in the data active = inhibition above about 40%
mIAP activ: mouse IAP activation; muIAP, CDP-Star luminescence, 30 min; active compounds read high; 1 = vehicle-only enzyme signal, 0 = enzyme-free wells; activation factor at 10 µM; hit rate 0.24% among 330,000;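 active = activation factor of at least 2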; note: the source names both 10 and 20 µM as test concentration; values of inactives mirror those of a sister screen read the other way
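Assay system: mouse IAP enzyme; Reagent: CDP-Star chemiluminescent phosphatase substrate; Compound: DMSO-dissolved test compounds; Incubation: 30 min, room temperature; Technique: luminescence from enzymatic CDP-Star hydrolysis; Controls: DMSO-only wells and no-enzyme negative control.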
APOBEC3A inh: human APOBEC3A DNA deaminase inhibition | AID 493011 | hit rate 0.41% among 330,000 | inhibition, % at 20 µM | P31941 | recombinant A3A, FAM/TAMRA ssDNA deamination fluorescence;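 active = at least 40% inhibition at 20 µM here, with at most 30% in a related deaminase screen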;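 note: plate controls were A3A with DMSO for no effect and wells lacking A3A enzyme for full effect; some results filed as inactive read as strong as hits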
Target sequence (P31941 whole entry, looked up): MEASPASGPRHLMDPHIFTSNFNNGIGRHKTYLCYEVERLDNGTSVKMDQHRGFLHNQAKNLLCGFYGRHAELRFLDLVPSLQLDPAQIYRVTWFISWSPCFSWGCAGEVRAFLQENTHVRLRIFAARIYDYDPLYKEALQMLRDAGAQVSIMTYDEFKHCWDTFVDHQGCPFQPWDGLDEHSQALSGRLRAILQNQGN
PfGluPho inh: PfG6PD (Plasmodium falciparum) enzyme inhibition; PfGluPho enzyme, NADPH resazurin-diaphorase fluorescence; inhibition, % at 20 µM; hit rate 0.78% among 350,000;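 active = inhibition reaching at least a set limit at 20 µM in the primary screen, cut at about 59% in these data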;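 note: 0% = DMSO wells with substrate and 100% = DMSO wells lacking glucose-6-phosphate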
mIAP block: blocks mouse intestinal alkaline phosphatase. inhibition, % at 10 µM. AID 2806. hit rate 0.2% among 330,000. purified mouse IAP, CDP-Star luminescence, 30 min;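 active = inhibition of at least 40% at 10 µM in the primary screen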;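 note: plate controls were DMSO with enzyme for no effect and no enzyme wells for full effect; values of inactives mirror those of a sister screen read the other way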
hIAP activ: human IAP activation; P09923; activation factor at 10 µM; hit rate 0.16% among 330,000; purified human IAP, CDP-Star luminescence, 30 min; active compounds read high; 1 = vehicle-only enzyme, 0 = enzyme-free background;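 active = activation factor of the enzyme at least 2-fold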; note: the source names both 10 and 20 µM as test concentration; values of inactives mirror those of a sister screen read the other way
HKDC1 inhibitor: blocks human hexokinase HKDC1 activity; recombinant HKDC1, G6PDH/diaphorase resazurin coupled fluorescence; hit rate 0.16% among 340,000; AID 493160; inhibition, % at 20 µM; Q2TB90;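 active = inhibition above about 35% when tested at 20 µM, limit read from the data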;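 note: plate controls were DMSO wells with enzyme for no effect and DMSO wells lacking enzyme for full effect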
Target sequence (Q2TB90 whole entry, looked up): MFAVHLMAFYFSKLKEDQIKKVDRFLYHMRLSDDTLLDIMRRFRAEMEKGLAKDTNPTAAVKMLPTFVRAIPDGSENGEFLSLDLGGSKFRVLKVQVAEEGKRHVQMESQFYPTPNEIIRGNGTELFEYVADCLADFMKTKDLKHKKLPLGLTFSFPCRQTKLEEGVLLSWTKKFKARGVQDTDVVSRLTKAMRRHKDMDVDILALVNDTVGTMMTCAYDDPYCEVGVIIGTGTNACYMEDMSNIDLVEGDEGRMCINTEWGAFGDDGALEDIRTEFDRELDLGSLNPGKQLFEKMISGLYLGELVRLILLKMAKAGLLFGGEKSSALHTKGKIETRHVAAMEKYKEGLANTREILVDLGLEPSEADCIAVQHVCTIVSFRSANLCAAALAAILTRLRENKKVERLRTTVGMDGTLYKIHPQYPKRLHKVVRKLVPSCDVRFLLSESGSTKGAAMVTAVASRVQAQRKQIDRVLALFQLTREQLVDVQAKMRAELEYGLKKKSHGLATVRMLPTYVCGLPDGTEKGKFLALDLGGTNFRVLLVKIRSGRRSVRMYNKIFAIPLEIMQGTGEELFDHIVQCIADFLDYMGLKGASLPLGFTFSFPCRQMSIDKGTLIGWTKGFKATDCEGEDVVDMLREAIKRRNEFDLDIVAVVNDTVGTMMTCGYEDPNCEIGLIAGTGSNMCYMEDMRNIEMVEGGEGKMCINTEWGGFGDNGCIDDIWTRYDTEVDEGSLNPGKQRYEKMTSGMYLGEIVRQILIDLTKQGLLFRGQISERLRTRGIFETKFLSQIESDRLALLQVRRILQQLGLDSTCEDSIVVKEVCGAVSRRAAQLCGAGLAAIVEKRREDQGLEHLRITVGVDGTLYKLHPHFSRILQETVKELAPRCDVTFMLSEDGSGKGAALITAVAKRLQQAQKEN
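Material – in-house recombinant HK5 (HKDC1) enzyme · Quantity – HKDC1 at 5 µg/mL · Buffer or medium – pH 8.0 Tris buffer with 10 mM MgCl2 · Reagent – glucose with 1 mM ATP · Dosing – single 20 µM dose · Times – reaction time 90 min, room temperature, protected from light · Technique – resorufin fluorescence at 613 nm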
hIAP block: blocks human intestinal alkaline phosphatase; P09923; purified IAP, CDP-Star luminescence, 30 min; inhibition, % at 10 µM; hit rate 0.12% among 330,000; AID 2544;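 active = inhibition reaching a set limit with compound at 10 µM in the primary screen, cut at about 35% in these data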;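 note: plate controls were DMSO wells with enzyme for no effect and no-enzyme buffer wells for full effect; values of inactives mirror those of a sister screen read the other way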
* hit, by the source's call; x = not tested or not shown.

SMILES	ATG4B inh	mIAP activ	APOBEC3A inh	PfGluPho inh	mIAP block	hIAP activ	HKDC1 inhibitor	hIAP block
Cc1c(C(=O)Nc2cccc(-c3nnc4n3CCCCC4)c2)oc2ccccc12	22	1.1	4	25	-13	0.99	-5	1
O=C1NC2(C=Cc3c(ccc4ccccc34)O2)Oc2ccccc21 (configuration not stated)	-14	0.93	-4	0	7	0.82	10	18
COC(=O)C1=C(C)N(CCCC(=O)O)C(=O)NC1c1ccc(-c2ccccc2)cc1 (configuration not stated)	-4	0.98	-5	-28	2	0.89	-8	12
C=CCNC(=O)CSCc1ccc(Br)cc1	-1	0.94	1	14	6	1.1	-4	-8
Fc1ccc(Cn2nnnc2CN2CCN(C3CCCC3)CC2)cc1	-3	1	-4	-1	-4	1.2	-4	-19
COc1ccc(CCNC(=O)COC(=O)C2CC2)cc1OC	-5	1	-2	-16	-4	1.1	-4	-8
Cc1ccc(NC(=O)CN2C(=O)NC(Cc3c[nH]c4ccccc34)C2=O)cc1S(=O)(=O)N1CCCCC1 (configuration not stated)	-14	1.2	0	4	-16	0.87	21	13
Nc1nc(NCC2CCCO2)nc(Nc2ccc(Cl)cc2)c1[N+](=O)[O-] (configuration not stated)	-1	0.86	-1	-7	14	1	-3	-1
Clc1ccc(-c2nnn(Cc3nc4ccccc4s3)n2)cc1	-2	1	-4	3	-2	0.85	5	15
O=C(CCc1nc(-c2ccccc2F)no1)NCCN1CCc2ccccc2C1	2	1	-2	-6	-2	1.2	-6	-17
Cc1nc(C)c(-c2ccn(C(=O)NC(C)C)n2)s1	2	1	6	-6	-1	0.94	-3	6
CN(CC(=O)Nc1ccc(F)cc1)C(=O)CSc1nncs1	4	0.95	2	1	5	1	-6	-3

The closing 4 entries of the part above come first, to join the parts.
SMILES	ATG4B inh	mIAP activ	APOBEC3A inh	PfGluPho inh	mIAP block	hIAP activ	HKDC1 inhibitor	hIAP block
Clc1ccc(-c2nnn(Cc3nc4ccccc4s3)n2)cc1	-2	1	-4	3	-2	0.85	5	15
O=C(CCc1nc(-c2ccccc2F)no1)NCCN1CCc2ccccc2C1	2	1	-2	-6	-2	1.2	-6	-17
Cc1nc(C)c(-c2ccn(C(=O)NC(C)C)n2)s1	2	1	6	-6	-1	0.94	-3	6
CN(CC(=O)Nc1ccc(F)cc1)C(=O)CSc1nncs1	4	0.95	2	1	5	1	-6	-3
Cc1ccccc1Cc1ccc(Cl)nn1	-4	0.99	-5	5	1	1	-11	-4
Cc1cccc(NC(=O)CSc2n[nH]c(-c3cccnc3)n2)c1	-3	0.95	1	-9	5	0.84	-1	16
COc1ccc2nc(NC(=O)CCNC(=O)c3ccccc3Cl)sc2c1	-9	0.93	-2	14	7	0.93	-8	7
CCCN(CCC)Cc1c(C(=O)N/N=C/C(C)=C\c2ccccc2)nnn1-c1nonc1N	-11	1	-4	1	0	1.1	9	-6
COC(=O)c1ccc(NC(=O)Nc2ccc(F)c(Cl)c2)cc1	0	2.3*	5	6	-129	1.3	-6	-29
CCCCC1=CC2=CC(=O)C(C)(OC(=O)CC)C(=O)C2=CN1CCCOC(C)C (configuration not stated)	-14	0.98	-3	34	2	0.89	17	11
COc1cccc(C(=O)N(CN2CCCC2=O)c2cccc(Cl)c2)c1	6	1	-5	-6	-2	1.2	1	-16
C[C@@H]1COC(=O)[C@H](Cc2ccc(F)cc2)C/C=C\C[C@@H](CC(=O)N[C@H](CO)Cc2ccccc2)C(=O)N1	-8	1.1	5	-5	-11	0.85	-6	15
COc1ccc(NC2CCCN(C(=O)CN3C(=O)c4ccccc4C3=O)C2)cc1OC (configuration not stated)	4	0.99	-3	44	1	0.92	9	8
CCC(C)C(=O)Nc1nc(C)c(-c2csc(Nc3cc(Cl)ccc3OC)n2)s1 (configuration not stated)	-26	0.88	0	18	12	0.97	-2	3
COCCN1C(=O)c2ccccc2C(C(=O)N2CCN(c3ccccc3)CC2)C1c1ccc(F)cc1 (configuration not stated)	2	0.92	0	0	8	1.1	0	-6
C=CCOc1ccc(/C=C/C(=O)OCC(=O)NCC2CCCCC2)cc1	-3	0.93	-1	0	7	0.87	-4	13

Among those listed so far, these contain two or more sulfur atoms.
SMILES	ATG4B inh	mIAP activ	APOBEC3A inh	PfGluPho inh	mIAP block	hIAP activ	HKDC1 inhibitor	hIAP block
CN(CC(=O)Nc1ccc(F)cc1)C(=O)CSc1nncs1	4	0.95	2	1	5	1	-6	-3
CCC(C)C(=O)Nc1nc(C)c(-c2csc(Nc3cc(Cl)ccc3OC)n2)s1 (configuration not stated)	-26	0.88	0	18	12	0.97	-2	3

(list continues)
SMILES	ATG4B inh	mIAP activ	APOBEC3A inh	PfGluPho inh	mIAP block	hIAP activ	HKDC1 inhibitor	hIAP block
O=C(C1CC1)N1CCc2cc(S(=O)(=O)N3CCCc4ccccc43)ccc21	-2	0.94	-4	-19	6	1.1	2	-6
Cc1ccc(C(=O)Nc2ccccc2N2CCCCC2)cc1	3	0.94	-3	22	6	1	-2	-2
Cc1noc(C)c1COc1ccccc1C(=O)NNC(=O)c1ccccc1	-2	0.92	-3	11	8	0.92	-5	8
CCOC(=O)Nc1sc(C)c(C)c1C(=O)OCC	8	1	-3	-16	-1	0.96	10	4
CCC(=O)Nc1ccc(Oc2ccc3c(c2)C(=O)NC3=O)cc1	2	0.99	1	2	1	0.98	8	2
CS(=O)(=O)c1ccc(C(=O)OCC(=O)Nc2cccc(S(=O)(=O)N3CCCC3)c2)cc1	-13	0.93	0	19	7	1	-2	-4
O=C(NNC(=O)C1CCN(S(=O)(=O)c2ccc(Cl)cc2)CC1)c1ccccc1O	3	0.72	-6	-33	28	1.4	-9	-37
CCCCNC(=O)C1CC(=O)N(C2CCCC2)C1 (configuration not stated)	-5	0.87	0	-13	13	0.97	7	3
Cn1c(SCc2ccccc2)nnc1-c1c[nH]c2ccccc12	14	1	5	-1	-1	1	-1	0
COc1ccc(CCn2c(=N)c(C(=O)NCC3CCCO3)cc3c(=O)n4cccc(C)c4nc32)cc1 (configuration not stated)	6	0.85	4	3	15	0.9	-6	10
Cc1ccc[n+](CC2OCc3ccccc3CO2)c1	1	0.96	-3	-3	4	1.1	-7	-10
COCc1c(C#N)c(NCCc2ccc(F)cc2)nc(C)c1[N+](=O)[O-]	-9	0.92	-6	16	8	0.98	-1	2
COCCn1c(-c2ccc(OC)cc2)cnc1SCC(=O)Nc1cc(C)on1	-6	0.9	0	-10	10	1	0	-1
Cc1ccccc1Nc1nnc(SCc2cc([N+](=O)[O-])cc3c2OCOC3)s1	23	0.96	1	4	4	1.1	1	-14
O=C(NCc1ccc(Cl)cc1)C1CCC(=O)N(C2CC2)C1 (configuration not stated)	-8	1	-5	7	-4	1.1	-10	-10
Cc1ccccc1C(=O)N1CCC(C(=O)NC(C)c2ccc(-n3ccnc3)cc2)CC1 (configuration not stated)	2	0.94	-5	3	6	1.1	-7	-8
CC(C)CNC(=O)c1coc(=O)c(Br)c1	-8	1	6	-11	-2	0.99	-3	1
CN(C)c1nc(Oc2ccc(=O)n(C)n2)nc(N2CCOCC2)n1	0	1	-1	-21	-2	0.99	7	1
CCn1c(COc2ccccc2C)nnc1SCC(=O)Nc1ccc2c(c1)OCCO2	10	1	1	4	-4	1.1	7	-15
Nc1nccnc1C(=O)OCC(=O)NCCc1ccc(S(N)(=O)=O)cc1	12	0.86	16	-10	14	1	4	-4
COc1ccccc1NC(=O)/C(=C\c1cccs1)NC(=O)c1ccco1	-2	1	6	10	-2	0.85	-5	15
COc1ccc(C(CNS(=O)(=O)c2ccc(NC(C)=O)c(OC)c2)N2CCCCC2)cc1 (configuration not stated)	-9	1.1	-2	5	-6	0.94	-8	6
Cc1cc(NCCCN2CCOCC2)n2c(nc3ccccc32)c1C#N	-12	0.97	1	19	3	0.98	11	2
Cc1nc2c(C)cccn2c(=O)c1NC(=O)c1ccc2c(c1)OCO2	-6	1	4	1	-1	0.91	1	9
COc1cccc(/C(O)=C2/C(=O)C(=O)N(CCN3CCOCC3)C2c2cccs2)c1 (configuration not stated)	-4	0.98	5	-13	2	1	-6	-2
CCOC(=O)c1cc(-c2csc(-c3ccc(C(F)(F)F)cc3)n2)on1	-5	0.96	-3	7	4	0.69	-2	31
Cc1cc(C(=O)N/N=C/c2ccccn2)n[nH]1	1	0.91	-4	19	9	1.1	-1	-11
Cc1nc2nc(SCc3ccccc3)nn2c(C)c1C	6	0.96	-8	-9	4	0.88	-6	12
COC(C/C=C/[C@H](O)COCc1ccccc1)OC	6	1	1	-21	-1	1.2	-2	-18
O=C(NN1C(=O)/C(=C/c2cccs2)SC1=S)c1cccnc1	10	0.74	0	-11	26	1.2	4	-20
Cc1ccc(-c2ccnc(=S)[nH]2)cc1	-4	0.92	-6	1	8	1	-3	0
CC(=O)NC(CC(=O)OC(C)C(=O)Nc1ncc(Cl)cc1Cl)c1ccccc1 (configuration not stated)	-1	1	-1	-6	-4	1.4	-3	-36
COc1ccccc1N1CCN(C(=O)C2CC=CCC2C(=O)O)CC1 (configuration not stated)	-9	0.99	-3	-3	0	1	-4	-4
O=C(NCCCn1ccnc1)C(=O)NCC1OCCCN1S(=O)(=O)c1ccc(F)cc1 (configuration not stated)	-11	1	-8	-1	-2	1.1	-11	-6
COC(=O)C(Cc1ccc(OC(=O)c2ccccc2C)cc1)N1Cc2ccccc2C1=O (configuration not stated)	72*	0.98	5	6	2	0.81	5	19
CC(C)(C)c1cc(-c2ccccc2)no1	-6	1	-1	-6	-5	0.85	-7	15
O=c1oc2ccccc2c(O)c1CN1CCCCC1	-2	1	1	-15	-3	1.1	0	-9
CCOc1ccc(-n2c(SCC(=O)c3c(N)n(C)c(=O)n(C)c3=O)nnc2-c2cccnc2)cc1	-3	0.96	-4	10	4	0.92	-7	8
CC(C)COP(=O)(c1ccc(N(C)C)cc1)C(Nc1ccccc1)c1ccccc1 (configuration not stated)	12	0.97	-1	10	3	1.1	-4	-10
COc1ccc(Cc2[nH]n3c(=O)cc(C(C)C)nc3c2-c2ccccc2)cc1	-6	0.99	-2	-7	1	1.1	-14	-12
CC(C)Oc1ccc(C(CC(=O)O)NC(=O)Cc2ccccc2)cc1 (configuration not stated)	5	0.99	16	-16	1	0.93	-4	7
O=C1CCCN1c1ccc(S(=O)(=O)Oc2ccc(Cl)cc2)cc1[N+](=O)[O-]	6	1	-2	4	0	1.1	-5	-6
O=C(O)COc1ccccc1/C=N/NC(=O)CSc1nnc(SCc2ccc(Cl)cc2)s1	1	0.98	9	-19	2	1.1	1	-14
CCn1cc(C(=O)OCC(=O)N2C(C)CCCC2C)c(=O)c2ccc(C)nc21 (configuration not stated)	7	1	-3	-3	-3	1.1	-5	-12
Cc1ccc2c(c1)NCC(C(=O)NC1CCC(C)CC1)O2 (configuration not stated)	-9	0.88	-4	19	12	1.1	-4	-6
COc1ccc(CNC(=O)CN(C(=O)CCC(=O)Nc2ccccn2)c2ccc3c(c2)OCO3)cc1	-10	0.99	3	16	1	0.95	-5	5
Cc1c(C)c(C)c(S(=O)(=O)Nc2ccc3[nH]c(=O)[nH]c3c2)c(C)c1C	-4	0.93	-5	31	7	0.95	-1	5
CCOCC(=O)Nc1cc(C(=O)Nc2cc(C)cc(C)c2)ccc1Cl	x	0.98	0	x	2	1	x	-5
Cc1c(Br)c([N+](=O)[O-])nn1CCCC(=O)Nc1sc2c(c1C(N)=O)CCC(C)C2 (configuration not stated)	23	0.89	-1	-6	11	0.93	-2	7
